Source: PubChem BioAssay (NCI)
NCI-60 one-dose screen, 48 h, at 10 µM unless noted. Numbers give growth in % (100 = growth as untreated, 0 = no growth, -100 = all killed).
SF-295: SF-295 CNS cancer cells; 79,000 tested, 5.6% active
DU-145: DU-145 prostate cancer. 81,000 tested, 4.2% active. AID 1794760
U251: U251 CNS tumor cells; 80,000 tested, 5.4% active; AID 1794753
SF-539: SF-539 CNS cancer; 81,000 tested, 6.8% active
PC-3: PC-3 prostate cancer cells | AID 1794754 | 80,000 tested, 3.9% active
UO-31: UO-31 renal cancer; 81,000 tested, 5.2% active
786-0: 786-0 renal cancer cells. 81,000 tested, 5.1% active. AID 1794775
TK-10: TK-10 renal cancer cells; 81,000 tested, 3.9% active
SN12C: SN12C renal cancer cells; AID 1794767; 81,000 tested, 3.8% active
* marks the source's active call; other numbers are inactive results; & = joins results of further samples; [ ] = another dose, or the depositor's remark. The calls were made as follows: active = growth percent below 10; inactive = the rest. Only part of the results is shown (hit frequency here may not be typical).

What do the screens show for `S=C(Cl)Oc1ccccc1`?
SF-295: 99; DU-145: 124; U251: 100; SF-539: 105; PC-3: 102; UO-31: 94; 786-0: 108; TK-10: 146; SN12C: 100

Results for C[C@@H]1C[C@@]2(C)[C@@H](CC[C@@H]3[C@@H]2CC[C@]2(C)C(=O)CC[C@@H]32)CC1=O ?
SF-295: 91; DU-145: 108; U251: 101; SF-539: 95; PC-3: 97; UO-31: 96; 786-0: 93; TK-10: 94; SN12C: 103

What do the screens show for `COP(=S)(OC)Oc1ccc(SC)c(C)c1`?
SF-295: 92; DU-145: 111; U251: 100; SF-539: 94; PC-3: 86; UO-31: 80; 786-0: 104; TK-10: 124; SN12C: 100

Results for C[C@@H]1C[C@H]2C(=CC1=O)CC[C@@H]1[C@@H]2CC[C@]2(C)[C@@H](O)CC[C@@H]12 ?
SF-295: 96; DU-145: 109; U251: 101; SF-539: 90; PC-3: 64; UO-31: 71; 786-0: 98; TK-10: 99; SN12C: 94

What do the screens show for `Cc1cc(N)ccc1N`?
SF-295: 108; DU-145: 115; U251: 93; SF-539: 96; PC-3: 88; UO-31: 89; TK-10: 126; SN12C: 96

How did COc1cc(C2CC(=O)Nc3nc(N)[se]c32)c(OC)c2c1OCO2 (stereo unspecified) do in these assays?
SF-295: 6.7*; DU-145: 103; U251: 48; SF-539: 91; PC-3: 52; UO-31: 87; 786-0: 105; TK-10: 109; SN12C: 97

Results for OC12C[C@@H](C3CO[C@@H]1O3)n1c(nc3ccccc31)N2 ?
SF-295: 92; DU-145: 111; U251: 100; PC-3: 100; UO-31: 96; 786-0: 97; TK-10: 100; SN12C: 100

How did CC(C)(C)[C@H](NC(=O)c1cn(Cc2ccccc2)c2ccccc12)C(N)=O do in these assays?
SF-295: 96; DU-145: 106; U251: 110; SF-539: 119; PC-3: 88; UO-31: 75; 786-0: 97; TK-10: 103; SN12C: 107

Results for COCOCP(=O)(OC)OC ?
SF-295: 98; DU-145: 114; U251: 101; SF-539: 127; PC-3: 104; UO-31: 82; 786-0: 94; TK-10: 119; SN12C: 100

How did NCCc1ccccn1 do in these assays?
SF-295: 103&97; DU-145: 111&99; U251: 116&105; SF-539: 91&93; PC-3: 93&85; UO-31: 85&86; 786-0: 101&104; TK-10: 107&109; SN12C: 108&99

How did COC(=O)[C@@H](C)C[C@H](Cc1ccccc1)NC(=O)c1nc([C@@H](C[C@H](C(C)C)N(C)C(=O)[C@@H](NC(=O)[C@H]2CCCCN2C)C(C)C)OC(C)=O)sc1C do in these assays?
SF-295: 15; DU-145: 5.3*; U251: 15; SF-539: -16*; PC-3: 29; UO-31: 45; 786-0: 4.9*; TK-10: 31; SN12C: 18

How did COC(=O)c1ccc(OC)c(OC)c1 do in these assays?
SF-295: 99; DU-145: 111; U251: 103; SF-539: 104; PC-3: 100; UO-31: 93; 786-0: 101; TK-10: 97; SN12C: 99

What do the screens show for `O=C1NC(=O)C(=Cc2cccn2CCCn2c3ccccc3c(=O)c3ccccc32)C(=O)N1`?
SF-295: 99; DU-145: 108; U251: 93; SF-539: 102; PC-3: 99; UO-31: 76; 786-0: 96; TK-10: 97; SN12C: 101

How did CC[C@]12C=CCN3CC[C@@]4(c5ccc(OC)cc5N(C)[C@H]4[C@@](O)(C(=O)OC)[C@@H]1O)[C@@H]32 do in these assays?
SF-295: 101; DU-145: 110; U251: 99; SF-539: 97; PC-3: 97; UO-31: 88; 786-0: 98; TK-10: 93; SN12C: 99

How did Cc1cc(O)ccc1Cl do in these assays?
SF-295: 102&112; DU-145: 106&136; U251: 92&108; SF-539: 107&98; PC-3: 95&106; UO-31: 97&84; 786-0: 100&102; TK-10: 84; SN12C: 98&103

Random excerpt: three records from the list, in no set order.
How did NCCc1ccccn1 do in these assays?
SF-295: 103&97; DU-145: 111&99; U251: 116&105; SF-539: 91&93; PC-3: 93&85; UO-31: 85&86; 786-0: 101&104; TK-10: 107&109; SN12C: 108&99

Results for COCOCP(=O)(OC)OC ?
SF-295: 98; DU-145: 114; U251: 101; SF-539: 127; PC-3: 104; UO-31: 82; 786-0: 94; TK-10: 119; SN12C: 100

Results for C[C@@H]1C[C@H]2C(=CC1=O)CC[C@@H]1[C@@H]2CC[C@]2(C)[C@@H](O)CC[C@@H]12 ?
SF-295: 96; DU-145: 109; U251: 101; SF-539: 90; PC-3: 64; UO-31: 71; 786-0: 98; TK-10: 99; SN12C: 94

The main list resumes, repeating the three entries before the break.
What do the screens show for `O=C1NC(=O)C(=Cc2cccn2CCCn2c3ccccc3c(=O)c3ccccc32)C(=O)N1`?
SF-295: 99; DU-145: 108; U251: 93; SF-539: 102; PC-3: 99; UO-31: 76; 786-0: 96; TK-10: 97; SN12C: 101

How did CC[C@]12C=CCN3CC[C@@]4(c5ccc(OC)cc5N(C)[C@H]4[C@@](O)(C(=O)OC)[C@@H]1O)[C@@H]32 do in these assays?
SF-295: 101; DU-145: 110; U251: 99; SF-539: 97; PC-3: 97; UO-31: 88; 786-0: 98; TK-10: 93; SN12C: 99

How did Cc1cc(O)ccc1Cl do in these assays?
SF-295: 102&112; DU-145: 106&136; U251: 92&108; SF-539: 107&98; PC-3: 95&106; UO-31: 97&84; 786-0: 100&102; TK-10: 84; SN12C: 98&103

What do the screens show for `c1ncc2n[pH]nc2n1` (stereo unspecified)?
SF-295: 101; DU-145: 109; U251: 99; SF-539: 102; PC-3: 94; UO-31: 95; 786-0: 106; TK-10: 111; SN12C: 97

How did CNC(=O)Oc1ccc(Cl)cc1SSc1cc(Cl)ccc1OC(=O)NC do in these assays?
SF-295: 76; DU-145: 97; U251: 53; SF-539: 98; PC-3: 73; UO-31: 65; 786-0: 110; TK-10: 123; SN12C: 71

What do the screens show for `O=C1C2CCC1C(N1CCCC1)CC2` (stereo unspecified)?
SF-295: 96; DU-145: 107; U251: 100; SF-539: 95; PC-3: 93; UO-31: 87; 786-0: 98; TK-10: 98; SN12C: 100

What do the screens show for `O=C(OCC(Cl)(Cl)Cl)OCC(Cl)(Cl)Cl`?
DU-145: 111; U251: 110; SF-539: 111; PC-3: 102; UO-31: 107; 786-0: 110; TK-10: 123; SN12C: 109

Results for Cc1c(N)nc([C@H](CC(N)=O)NC[C@H](N)C(N)=O)nc1C(=O)N[C@H](C(=O)N[C@H](C)[C@@H](O)[C@H](C)C(=O)N[C@H](C(=O)NCCc1nc(-c2nc(C(=O)NCCC[S+](C)C)cs2)cs1)[C@@H](C)O)C(OC1OC(CO)C(O)C(O)C1OC1OC(CO)C(O)C(OC(N)=O)C1O)c1cnc[nH]1 (stereo partly specified) ?
SF-295: 8.7*[2.5 µM]; DU-145: 59[2.5 µM]; U251: 58[2.5 µM]; SF-539: -49*[2.5 µM]; PC-3: 60[2.5 µM]; UO-31: 40[2.5 µM]; 786-0: 28[2.5 µM]; TK-10: 89[2.5 µM]; SN12C: 52[2.5 µM]

Results for CC(C)[C@@H]1CC[C@@H](C)CC12OOCN(c1cccc(Cl)c1)COO2 ?
SF-295: 105; DU-145: 114; U251: 104; SF-539: 100; PC-3: 89; UO-31: 91; 786-0: 100; TK-10: 92; SN12C: 102

How did CNC(=O)Oc1cccn(C(=O)NC)c1=O do in these assays?
SF-295: 105; DU-145: 97; U251: 98; SF-539: 100; PC-3: 96; UO-31: 60; 786-0: 91; TK-10: 87; SN12C: 99

What do the screens show for `Clc1ccc(NC2OOC3(OOC2Nc2ccc(Cl)cc2)C2CC4CC(C2)CC3C4)cc1` (stereo unspecified)?
SF-295: 101; DU-145: 114; U251: 100; SF-539: 93; PC-3: 74; UO-31: 72; 786-0: 93; TK-10: 106; SN12C: 98

Results for S=C=Nc1ccc(I)cc1 ?
SF-295: 89; DU-145: 113; U251: 102; SF-539: 96; PC-3: 96; UO-31: 77; 786-0: 105; TK-10: 104; SN12C: 100

How did CC(CC(C#N)(c1ccccc1)c1ccccc1)N1CCOCC1 (stereo unspecified) do in these assays?
DU-145: 105; U251: 99; SF-539: 101; PC-3: 90; UO-31: 75; 786-0: 112; TK-10: 105; SN12C: 94

Results for C[C@@]1(CCCCCCCCCc2ccc(O)cc2)C[C@]2(C)OC(=O)C[C@@H]2OO1 ?
SF-295: 92; DU-145: 130; U251: 93; SF-539: 139; PC-3: 62; UO-31: 17; 786-0: 80; TK-10: 112; SN12C: 99

What do the screens show for `CCCCN(CCCC)CC(O)c1ccccc1` (stereo unspecified)?
SF-295: 103; DU-145: 113; U251: 100; SF-539: 114; PC-3: 111; UO-31: 100; 786-0: 103; TK-10: 115; SN12C: 111

How did Cc1ccc(N2CCN(CCC#N)CC2)cc1 do in these assays?
SF-295: 105; DU-145: 101; U251: 98; SF-539: 79; PC-3: 92; UO-31: 83; 786-0: 100; TK-10: 90; SN12C: 96

What do the screens show for `O=C(Cc1ccccc1)c1ccccc1`?
SF-295: 112; DU-145: 105; U251: 95; SF-539: 99; PC-3: 98; UO-31: 90; 786-0: 102; TK-10: 96; SN12C: 106

Results for O=C(CCl)c1ccc(O)cc1 ?
SF-295: 97; DU-145: 95; U251: 96; SF-539: 87; PC-3: 78; UO-31: 90; 786-0: 80; TK-10: 82; SN12C: 94

In the list so far, these contain a cyano group.
How did CC(CC(C#N)(c1ccccc1)c1ccccc1)N1CCOCC1 (stereo unspecified) do in these assays?
DU-145: 105; U251: 99; SF-539: 101; PC-3: 90; UO-31: 75; 786-0: 112; TK-10: 105; SN12C: 94

How did Cc1ccc(N2CCN(CCC#N)CC2)cc1 do in these assays?
SF-295: 105; DU-145: 101; U251: 98; SF-539: 79; PC-3: 92; UO-31: 83; 786-0: 100; TK-10: 90; SN12C: 96

Next entries.
How did CCN(CC)CCc1ccncc1 do in these assays?
SF-295: 94; DU-145: 113; U251: 99; SF-539: 101; PC-3: 102; UO-31: 83; 786-0: 106; TK-10: 108; SN12C: 105

Results for CC[C@H](C)[C@H](NC(=O)C12C3C4C1C1C2C3C41NC(C)=O)C(=O)N(C)[C@H](C[C@@H](OC(C)=O)c1nc(C(=O)N[C@@H](Cc2ccccc2)C[C@H](C)C(=O)OC)cs1)C(C)C (stereo partly specified) ?
SF-295: 13; DU-145: 2.0*; U251: 9.8*; SF-539: 5.3*; PC-3: 11; UO-31: 60; 786-0: 12; TK-10: 62; SN12C: 26

How did CCC1C(=O)NC(=O)NC1=O do in these assays?
SF-295: 96; DU-145: 108; U251: 101; SF-539: 97; PC-3: 96; UO-31: 89; 786-0: 96; TK-10: 98; SN12C: 102

Results for CC(Cc1ccccc1)N(C)CC1C(=O)C2CCC1C2 (stereo unspecified) ?
SF-295: 103; DU-145: 120; U251: 110; SF-539: 121; PC-3: 99; UO-31: 75; 786-0: 97; TK-10: 115; SN12C: 106

What do the screens show for `COCCOC(=S)SSC(Cl)(Cl)Cl`?
SF-295: 107; DU-145: 105; U251: 98; SF-539: 102; PC-3: 101; UO-31: 94; 786-0: 103; TK-10: 110; SN12C: 110

Results for O/N=C(Cl)/C(Cl)=N/O ?
SF-295: 99&103; DU-145: 105&104; U251: 108&98; SF-539: 97&104; PC-3: 101&100; UO-31: 87; 786-0: 100&100; TK-10: 103; SN12C: 93&101

How did Nc1ncnc2n[nH]nc12 do in these assays?
SF-295: 54; DU-145: 57; U251: 70; SF-539: 87; PC-3: 64; UO-31: 36; 786-0: 56; TK-10: 61

What do the screens show for `[Cl][Hg][c]1cc(Br)cc(Br)c1`?
SF-295: 80; DU-145: 79; U251: -56*; SF-539: 39; PC-3: 50; UO-31: 102; 786-0: 26; TK-10: 121; SN12C: 24

Results for O=C(OCCCc1ccccc1)C(Cl)(Cl)Cl ?
SF-295: 100; DU-145: 112; U251: 97; SF-539: 97; PC-3: 94; UO-31: 94; 786-0: 95; TK-10: 96; SN12C: 101

How did CC[PH+](CC)CC.O=COC1OC([S-])C(OC=O)C(OC=O)C1OC=O.[Au+] (stereo unspecified) do in these assays?
SF-295: -16*; DU-145: -44*; U251: -100*; SF-539: -99*; PC-3: -7.2*; UO-31: -91*; 786-0: -83*; TK-10: -98*; SN12C: -91*

What do the screens show for `N[C@H]1C[C@@H](C(=O)O)CC1=C(F)F`?
SF-295: 105; DU-145: 106; U251: 100; SF-539: 101; PC-3: 97; UO-31: 90; 786-0: 98; TK-10: 84; SN12C: 102

Results for CC(C)(C)N1Oc2ccncc2C1c1ccccc1 (stereo unspecified) ?
SF-295: 100; DU-145: 105; U251: 111; SF-539: 102; PC-3: 116; UO-31: 83; 786-0: 98; TK-10: 104; SN12C: 113

Results for NC1CCc2cc(O)c(O)cc2C1 (stereo unspecified) ?
SF-295: 95; DU-145: 94; U251: 80; SF-539: 95; PC-3: 76; UO-31: 85; 786-0: 85; TK-10: 95; SN12C: 91

Results for COc1cc(C(=O)Cl)cc(OC)c1OC ?
SF-295: 142; DU-145: 109; U251: 103; SF-539: 117; PC-3: 112; UO-31: 91; 786-0: 103; TK-10: 121; SN12C: 105

How did Nc1nc2c(ncn2[C@@H]2O[C@H](CSP(=O)(O)O)[C@@H](O)[C@H]2O)c(=O)[nH]1 do in these assays?
SF-295: 100; DU-145: 104; U251: 99; SF-539: 88; PC-3: 101; UO-31: 65; 786-0: 98; TK-10: 108; SN12C: 99
